Assay outcomes as filed in PubChem BioAssay.
DAX1 inh-1: blocks DAX1 repression of SF-1 activated StAR promoter; HEK293T StAR-luciferase reporter, SF-1/DAX-1 repression relief; inhibition, % at 6.8 µM; 370,000 tested, 1.1% active; AID 652010;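 active = inhibition above the mean over all tested compounds plus 3 SD, cut at about 3.6% in these data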;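 also: 0% = DAX-1 cells with DMSO and 100% = cells lacking DAX-1 with DMSO; higher inhibition means more luminescence from relief of DAX-1 repression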
PLCb3 inh: PLC-beta3 (human) inhibition, primary screen | 370,000 tested, 0.18% active | Q01970 | AID 720704 | inhibition, % at 12.2 µM | Purified PLC-beta3, fluorogenic substrate, fluorescence; in the data active = inhibition above about 11%;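 also: 0% = median of compound wells on plate and 100% = full blocker control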
ssDAF-12 act: activators of S. stercoralis DAF-12 nuclear receptor; HEK293 ssDAF-12/GRIP1 lit1-tk-luc reporter, luminescence; % of 3 µM dafachronic acid response; 370,000 tested, 1% active; activation, % at 6.8 µM;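 active = activation above the mean over all tested compounds plus 3 SD, cut at about 0.9% in these data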;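 also: 0% = DMSO-only wells and 100% = 3 µM delta7-dafachronic acid wells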
PLCg1 inh: PLC-gamma1 (human) inhibition, primary screen. P19174. purified PLC-gamma1, fluorogenic substrate, fluorescence. inhibition, % at 12.2 µM. 370,000 tested, 0.84% active. AID 720700; in the data active = inhibition above about 9.5%
hgDAF-12 ag: hgDAF-12 agonism, primary luciferase screen | HEK293 GAL4-hgDAF12 UAS-luciferase reporter, agonist luminescence; normalized to butyrate control | activation, % at 6.8 µM | 370,000 tested, 1.8% active;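 active = activation above a cutoff set at the mean of all screened compounds plus 3 SD, cut at about 10% in these data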;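 also: 0% = DMSO wells and 100% = sodium butyrate wells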
MBD2 inh: blocks human MBD2 binding to methylated DNA | inhibition, % at 4.4 µM | AID 686964 | Q9UBB5 | 370,000 tested, 0.31% active | TR-FRET, MBD2 binding to methylated oligonucleotide; in the data active = inhibition above about 13%
Rev-erbA mod: Rev-erb alpha (human) modulation. activity, % at 10 µM. P20393. 370,000 tested, 0.79% active. Rev-erbα–FITC-DNA binding, fluorescence polarization, 90 min;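 active = activity above about 14%, limit read from the data; passing the limit was not always enough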;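 also: 0% = DMSO wells with 35 nM protein and 100% = DMSO wells with 750 nM protein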
Target sequence (P20393 whole entry, looked up): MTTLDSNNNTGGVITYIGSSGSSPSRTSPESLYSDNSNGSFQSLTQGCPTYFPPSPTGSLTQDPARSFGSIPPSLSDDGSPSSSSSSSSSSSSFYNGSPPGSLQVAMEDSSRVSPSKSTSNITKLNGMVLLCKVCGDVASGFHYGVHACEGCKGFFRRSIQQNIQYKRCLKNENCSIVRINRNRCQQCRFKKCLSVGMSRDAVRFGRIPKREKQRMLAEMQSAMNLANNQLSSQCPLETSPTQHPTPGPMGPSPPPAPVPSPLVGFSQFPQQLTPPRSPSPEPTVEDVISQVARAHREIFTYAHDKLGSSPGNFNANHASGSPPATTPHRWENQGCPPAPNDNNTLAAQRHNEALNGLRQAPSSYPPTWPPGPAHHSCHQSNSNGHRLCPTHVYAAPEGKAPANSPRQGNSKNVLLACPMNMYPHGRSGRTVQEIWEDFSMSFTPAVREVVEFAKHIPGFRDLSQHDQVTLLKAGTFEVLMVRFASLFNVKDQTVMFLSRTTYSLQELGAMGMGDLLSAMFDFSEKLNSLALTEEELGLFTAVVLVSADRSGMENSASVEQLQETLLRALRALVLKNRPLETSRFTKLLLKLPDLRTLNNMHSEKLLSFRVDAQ
SMARCA2 activ: activators of SMARCA2 function; activation, % at 9.1 µM; 370,000 tested, 1% active; MG213 cells, MMTV-luciferase reporter, dexamethasone, overnight; AID 652017; in the data active = activation above about 7.8%;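 also: 0% = vehicle wells and 100% = reference activator wells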
hcDAF12 agonist: activates DAF-12 receptor from parasite H. contortus; 370,000 tested, 1.4% active; activation, % at 6.8 µM; HEK293 hcDAF-12 lit1-tk-luc reporter, luminescence; 0% DMSO, 100% Δ7-dafachronic acid; AID 652067;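 active = activation above the mean of all tested compounds plus 3 SD, cut at about 5.5% in these data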;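 also: 100% = response to 3 µM Δ7-dafachronic acid high control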
DAX1 inh-2: inhibitors of human orphan nuclear receptor DAX1 (NR0B1); P51843; HEK293 Gal4-DAX1 luciferase reporter, luminescence; inhibition, % at 6.75 µM; 340,000 tested, 0.99% active; AID 504766;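 active = inhibition above the mean over all tested compounds plus 3 SD, cut at about 4.2% in these data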;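 also: 0% = DAX1-transfected cells with DMSO and 100% = empty-vector control cells with DMSO; inhibition shows as a rise in luminescence from relieved DAX1 repression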
Target sequence (P51843 207-470 limits assumed): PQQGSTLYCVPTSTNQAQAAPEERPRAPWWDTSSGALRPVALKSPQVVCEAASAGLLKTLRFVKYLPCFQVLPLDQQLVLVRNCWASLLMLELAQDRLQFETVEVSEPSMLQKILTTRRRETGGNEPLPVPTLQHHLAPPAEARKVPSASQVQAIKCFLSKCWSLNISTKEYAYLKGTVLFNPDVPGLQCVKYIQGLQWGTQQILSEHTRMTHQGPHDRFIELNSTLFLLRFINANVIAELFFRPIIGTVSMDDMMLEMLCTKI
ADAM17 inh: inhibits human ADAM17; recombinant ADAM17, EDANS/DABCYL FRET peptide cleavage; inhibition, % at 6.95 µM; AID 720648; P78536; 370,000 tested, 0.83% active;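 active = inhibition above the mean of compounds lying between control limits plus 3 SD, set per campaign, cut at about 8.5% in these data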;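 also: 0% = DMSO-only wells as the low control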
* = called active by the depositor; . = no result given.

structure | DAX1 inh-1 | PLCb3 inh | ssDAF-12 act | PLCg1 inh | hgDAF-12 ag | MBD2 inh | Rev-erbA mod | SMARCA2 activ | hcDAF12 agonist | DAX1 inh-2 | ADAM17 inh
COc1ccccc1OCC(=O)Nc1c2c(nn1-c1ccc(F)cc1)CS(=O)(=O)C2 | 0.4 | 1 | -1.1 | 4 | -1.4 | -1 | -2 | -1 | -0.6 | 0.5 | 1
CC(=O)c1cccc(NCC(=O)Nc2cc(S(=O)(=O)N3CCCCC3)ccc2C)c1 | -3.1 | -46 | -0.9 | -24 | -4.7 | 0 | -1 | 1 | 2.1 | -0.2 | -2
CCOC(=O)/C(C#N)=C/N=c1ccc(C)cn1C | 0.6 | -32 | -1.3 | -23 | 3.6 | 3 | 3 | 1 | 1.4 | 2.0 | -7
CC(C)[C@H]1/C(=C/C2CC2)N2C(=O)C[C@H](c3ccccc3)N=C2N1C | . | -8 | -0.8 | -9 | -1.1 | -3 | 2 | . | -0.3 | . | -3
CCc1cc(=O)oc2cc(OCC(=O)NCCCN3CCCC3=O)ccc12 | -0.4 | -21 | -0.7 | -9 | 0.9 | 4 | 4 | -3 | -1.2 | 0.9 | -38
O=C(NC1CCCCC1)N1CCN(CCc2ccccc2)CC1 | 0.9 | 2 | -1.5 | 2 | 3.5 | 7 | 4 | -3 | -1.1 | 1.0 | -7
N#CCCN1CCN(C(=S)c2ccc(-c3ccc(Cl)c(Cl)c3)o2)CC1 | -0.1 | -6 | -0.9 | 2 | 1.2 | -1 | -9 | 2 | 0.0 | 0.5 | 0
Cc1ccc(S(=O)(=O)Nc2cccc(-c3ccc4nnc(C)n4n3)c2)s1 | -0.3 | 2 | -1.2 | -1 | 1.3 | -1 | -6 | 2 | -0.5 | 2.5 | 0
COc1ccccc1OC(=O)c1cc2ccccc2oc1=O | 0.8 | -8 | -0.6 | -4 | -1.3 | -5 | -6 | 0 | 1.6 | 0.2 | -2
Cn1nnnc1Sc1ncnc2scc(-c3ccccc3Cl)c12 | -0.7 | -6 | -2.1 | 1 | -4.3 | 6 | 9 | 1 | -2.2 | -2.9 | -8
O=C(COC(=O)CCC(=O)c1cccs1)Nc1ccccc1[N+](=O)[O-] | 0.3 | 0 | -0.1 | -1 | 1.6 | 3 | -2 | -1 | 3.5 | -0.5 | 0
CC(C)C1C(=O)N(Cc2cn(CCC3OCCO3)nn2)CCS(=O)(=O)N1Cc1ccc(-c2ccc(F)cc2)cc1 (stereo not drawn) | -2.1 | 10 | -0.4 | 2 | -4.0 | 0 | 4 | -5 | -3.7 | -0.9 | 6
O=C(CCc1nnc(C2(c3ccc(Cl)cc3)CCC2)o1)NCCCn1cccn1 | 1.0 | -4 | -1.3 | 0 | -0.3 | -2 | 4 | -1 | -1.2 | 3.3 | -5
Cc1ccc(NC(=O)c2nsc(Cl)c2Cl)cc1 | 2.5 | -7 | 2.1* | -2 | 11* | -1 | 0 | 2 | 13* | 5.8* | -4
Cc1noc(C)c1NC(=O)N(C)C[C@@H]1Oc2c(NC(=O)NC(C)C)cccc2C(=O)N([C@@H](C)CO)C[C@@H]1C | 0.7 | 4 | -1.1 | 4 | -1.3 | -4 | -9 | -3 | -0.1 | 0.4 | -1
c1cncc(-c2cn(C[C@H]3CC[C@H](Cn4cc(-c5cccnc5)nn4)O3)nn2)c1 | 0.9 | 1 | -0.8 | 1 | -0.6 | 2 | 3 | -5 | -1.3 | -0.6 | -2
O=C(CN1C(=O)C2C3C=CC(C3)C2C1=O)OCC(=O)c1ccc(Cl)cc1 (stereo not drawn) | -1.1 | -5 | -0.5 | -3 | -0.8 | 1 | 4 | 0 | -1.6 | 1.5 | 4
O=c1cc(N2CCN(c3ccccc3Cl)CC2)[nH]c(=O)n1Cc1ccc(F)cc1 | 0.2 | 1 | -1.0 | 3 | -0.7 | -1 | -2 | -3 | 3.3 | 3.3 | 0
Cc1cc(Br)ccc1NC(=O)CN(C)C(=O)CSC(=S)N1CCCC1 | -1.2 | 4 | -1.1 | -1 | -2.6 | -1 | -3 | 1 | -2.0 | -0.9 | -2
Cn1c(/N=C/c2c[nH]c3ccccc23)nc2ccccc21 | 0.8 | 1 | -0.2 | -1 | 3.4 | -2 | 8 | -2 | 3.7 | 0.6 | -2
NC(=S)N/N=C/c1cc([N+](=O)[O-])ccc1Cl | -1.4 | -2 | -1.8 | 4 | 3.9 | -3 | -2 | -7 | -1.1 | 3.0 | -6
COc1ccc(C2C(C#N)=C(N)Oc3cc4c(cc32)OCO4)cc1 (stereo not drawn) | -0.4 | -60 | -1.2 | -43 | 2.5 | -1 | -1 | 1 | -0.2 | -1.1 | -1
N#C/C=C/C(=C\Nc1ccc(Cl)cc1)S(=O)(=O)c1ccccc1 | -0.2 | -4 | -1.9 | -1 | 0.2 | -1 | -1 | -4 | -0.2 | -0.7 | 1
Cc1cc(NC(=O)Cn2nc(C(=O)O)c3ccccc3c2=O)ccc1Br | 0.2 | -1 | -0.4 | -1 | 1.7 | 1 | -21 | 1 | 0.7 | 0.7 | 2
CSc1ccccc1C(=O)N1CCN(c2cccc(Cl)c2)CC1 | -1.2 | -3 | -0.9 | 3 | -1.4 | -2 | 3 | -2 | -1.9 | -0.1 | 1

In another format: results already given
Cc1noc(C)c1NC(=O)N(C)C[C@@H]1Oc2c(NC(=O)NC(C)C)cccc2C(=O)N([C@@H](C)CO)C[C@@H]1C
  DAX1 inh-1 = 0.7
  PLCb3 inh = 4
  ssDAF-12 act = -1.1
  PLCg1 inh = 4
  hgDAF-12 ag = -1.3
  MBD2 inh = -4
  Rev-erbA mod = -9
  SMARCA2 activ = -3
  hcDAF12 agonist = -0.1
  DAX1 inh-2 = 0.4
  ADAM17 inh = -1
O=C(CCc1nnc(C2(c3ccc(Cl)cc3)CCC2)o1)NCCCn1cccn1
  DAX1 inh-1 = 1.0
  PLCb3 inh = -4
  ssDAF-12 act = -1.3
  PLCg1 inh = 0
  hgDAF-12 ag = -0.3
  MBD2 inh = -2
  Rev-erbA mod = 4
  SMARCA2 activ = -1
  hcDAF12 agonist = -1.2
  DAX1 inh-2 = 3.3
  ADAM17 inh = -5
Cc1ccc(S(=O)(=O)Nc2cccc(-c3ccc4nnc(C)n4n3)c2)s1
  DAX1 inh-1 = -0.3
  PLCb3 inh = 2
  ssDAF-12 act = -1.2
  PLCg1 inh = -1
  hgDAF-12 ag = 1.3
  MBD2 inh = -1
  Rev-erbA mod = -6
  SMARCA2 activ = 2
  hcDAF12 agonist = -0.5
  DAX1 inh-2 = 2.5
  ADAM17 inh = 0
Cc1cc(NC(=O)Cn2nc(C(=O)O)c3ccccc3c2=O)ccc1Br
  DAX1 inh-1 = 0.2
  PLCb3 inh = -1
  ssDAF-12 act = -0.4
  PLCg1 inh = -1
  hgDAF-12 ag = 1.7
  MBD2 inh = 1
  Rev-erbA mod = -21
  SMARCA2 activ = 1
  hcDAF12 agonist = 0.7
  DAX1 inh-2 = 0.7
  ADAM17 inh = 2

New compounds follow.
structure | DAX1 inh-1 | PLCb3 inh | ssDAF-12 act | PLCg1 inh | hgDAF-12 ag | MBD2 inh | Rev-erbA mod | SMARCA2 activ | hcDAF12 agonist | DAX1 inh-2 | ADAM17 inh
Oc1ccc2ccccc2c1N=Nc1ccccc1F | -0.4 | -3 | -0.7 | 2 | 0.5 | 1 | 19* | -1 | 6.4* | 0.6 | -4
Cc1nccn1CCCNC(=O)C1CCC(=O)N(Cc2ccccc2F)C1 (stereo not drawn) | -0.2 | -6 | -1.0 | 2 | -0.3 | 5 | -2 | 2 | -0.6 | 0.9 | -5
CCCCNC(=O)C[C@@H]1C(=O)N(Cc2ccc(OC)cc2)C2=CCN(C(=O)OC(C)(C)C)C[C@]21C(=O)OCC | -0.6 | 1 | -1.0 | -1 | -1.4 | -1 | 4 | -1 | -1.6 | . | -1
CC(C)(C)c1ccc2c(c1)OC(C(=O)N/N=C/c1ccc([N+](=O)[O-])o1)CO2 (stereo not drawn) | -0.5 | -1 | -0.7 | -2 | -3.4 | -1 | 3 | -8 | -0.5 | . | -1
O=C1OC(c2ccccc2)c2ccc3ccccc3c21 (stereo not drawn) | 0.2 | 0 | -1.6 | -2 | 3.1 | 2 | -2 | -2 | 0.7 | 0.0 | -3
Cc1[nH]c2c(C)cccc2c(=O)c1Br | 0.1 | 2 | -0.5 | 1 | -0.5 | -5 | -1 | 0 | 1.2 | 1.3 | -2
COc1ccccc1C(=O)CSc1cccc[n+]1[O-] | -0.3 | 4 | -1.6 | 1 | 2.5 | 6 | -3 | -1 | -0.8 | 0.4 | -10
COC(=O)c1ccc(C2=NOC(C)(c3sc(-c4ccc(Cl)cc4)nc3C)C2)cc1 (stereo not drawn) | 0.2 | 0 | -0.3 | -2 | 0.1 | -5 | -3 | 1 | 0.1 | -0.9 | -3
CCN(CC)CCn1c(/N=C/c2ccc(OC)c(OC)c2)nc2ccccc21 | 0.1 | 3 | -0.8 | 3 | -0.5 | -3 | 7 | -3 | 1.1 | . | -2
O=C(OCc1ccc([N+](=O)[O-])cc1)c1cnc(Cl)c(Cl)c1 | 0.0 | -2 | -1.1 | 5 | 3.2 | -2 | 3 | -3 | -2.3 | 0.7 | 2
CC(=O)Nc1ccc(CNc2nc3cc(-c4ccsc4)sc3c(=O)n2C)cc1 | 0.0 | 1 | -0.6 | -1 | 5.9 | -2 | -11 | -3 | -0.7 | . | -2
Nc1[nH]c2cc(C(F)(F)F)ccc2c1C(=O)N1CCN(CCc2ccccc2)CC1 | 0.0 | -14 | 0.6 | -10 | 0.4 | -1 | -1 | -4 | 4.0 | . | -10
N#C/C(=C\c1ccccc1)C(=O)NNS(=O)(=O)c1cccc([N+](=O)[O-])c1 | -0.5 | 1 | -0.4 | 11* | -0.4 | 4 | 1 | -4 | 0.0 | 0.8 | 35*
Nc1oc2ccccc2c(=O)c1-c1ccc2c(c1)OCO2 | 0.4 | -28 | -0.4 | -16 | 3.3 | -3 | -5 | 1 | 2.2 | 1.5 | 0
CCOc1ccc(-c2n[nH]c(=S)o2)cc1 | 1.3 | -15 | -1.3 | -13 | 2.3 | -3 | -2 | 3 | -0.4 | 1.9 | -6
O=c1oc2ccccc2c(NCc2ccccc2)c1[N+](=O)[O-] | -0.3 | 1 | -1.1 | 1 | -2.0 | 0 | -6 | -2 | 0.0 | -1.1 | -1
CN(CC1CCCN(CCc2ccc(Cl)cc2)C1)C(=O)C(=O)c1ccco1 (stereo not drawn) | 0.0 | -7 | -1.4 | -2 | -4.1 | -4 | 6 | -1 | -0.5 | -0.3 | -3
CCC(=O)Nc1ccc(C(=O)NNC(=O)c2ccc([N+](=O)[O-])cc2)cc1 | 0.4 | -5 | -1.3 | 3 | -0.1 | 7 | -2 | -2 | -1.1 | 1.2 | -4
O=C(O)c1ccc(S(=O)(=O)Nc2cccc(CP(=O)(c3ccccc3)c3ccccc3)c2)cc1 | -0.2 | -4 | -0.5 | 1 | -0.2 | 5 | 6 | 4 | 0.8 | 3.8 | -2
N#C/C(=C/c1cccn1-c1cccc(C(=O)O)c1)c1ccc(Cl)cc1 | 0.4 | -3 | -1.0 | -2 | -1.9 | -2 | -30 | 0 | -0.7 | -0.4 | 1
CCC(C)N(CCNC(=O)c1ccc2c(c1)NC(=O)c1ccccc1S2)C1CCCCC1 (stereo not drawn) | 0.3 | -8 | -0.7 | 2 | 0.3 | -1 | -8 | -1 | -0.7 | 0.5 | -2
